S1P3 antag: S1P3 (human) receptor antagonism; AID 485; 170,000 tested, 0.27% active; CHO S1P3 NFAT-BLA reporter, FRET fluorescence, antagonist mode; Q99500; inhibition, % at 4.98 µM;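 active means inhibition above the plate cutoff, the mean inhibition of test wells on that plate plus 3 SD, cut at about 28% in these data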;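 further: cells challenged with S1P at its EC80 of 0.8 µM; blue over green emission ratio from cleaved BLA substrate after 4 h stimulation; 0% = S1P-stimulated wells and 100% = unstimulated DMSO-only wells; some compounds past the cut are filed as inactive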
Target sequence (Q99500 whole entry, looked up): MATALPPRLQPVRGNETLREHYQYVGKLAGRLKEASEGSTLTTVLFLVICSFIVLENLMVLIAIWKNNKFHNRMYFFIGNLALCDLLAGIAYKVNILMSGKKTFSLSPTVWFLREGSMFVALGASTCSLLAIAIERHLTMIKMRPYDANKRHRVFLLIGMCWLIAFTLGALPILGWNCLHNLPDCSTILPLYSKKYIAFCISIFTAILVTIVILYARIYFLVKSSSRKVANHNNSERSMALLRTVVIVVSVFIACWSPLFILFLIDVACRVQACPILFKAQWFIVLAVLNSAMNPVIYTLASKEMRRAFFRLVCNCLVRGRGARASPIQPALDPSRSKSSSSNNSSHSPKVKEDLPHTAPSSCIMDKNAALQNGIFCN
Redox H2O2 prof: compounds producing H2O2 with reducing agent – biochemical, NIH compound library profiling, artefact control for MLSCN library redox annotation, primary screen; DTT-dependent redox cycling H2O2, phenol red/HRP absorbance; 100% = 100 µM peroxide control, 0% = buffer; activation, % at 10 µM; 200,000 tested, 0.03% active; AID 878;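 active means activation of at least 50% relative to the plate's high and low controls in the primary single-dose screen; inactive means activation below 50%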;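 further: compound incubated with DTT at 0.8 mM final as the reducing agent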
Hsp70 act: transcriptional activators of Hsp70; HeLa Hsp70 promoter luciferase reporter, luminescence; scaled: vehicle 0, proteasome-inhibitor control 100%; activation, % at 10 µM; 200,000 tested, 0.04% active; AID 1203;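 active means activation above the mean across all tested compounds plus 3 SD, cutoff set per campaign, cut at about 5.5% in these data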;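 further: 100% = MG132 at 30 µM as the positive control and 0% = DMSO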
PMI act: phosphomannose isomerase (human) activation. P34949. purified human PMI, coupled resazurin fluorescence, 20 min; active compounds read high; 1 = vehicle control, 0 substrate-free wells. activation factor at 20 µM. 190,000 tested, 0.005% active. AID 1214;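 active means activation factor of 2 or more at 20 µM, relative to plate controls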
Target sequence (P34949 whole entry, looked up): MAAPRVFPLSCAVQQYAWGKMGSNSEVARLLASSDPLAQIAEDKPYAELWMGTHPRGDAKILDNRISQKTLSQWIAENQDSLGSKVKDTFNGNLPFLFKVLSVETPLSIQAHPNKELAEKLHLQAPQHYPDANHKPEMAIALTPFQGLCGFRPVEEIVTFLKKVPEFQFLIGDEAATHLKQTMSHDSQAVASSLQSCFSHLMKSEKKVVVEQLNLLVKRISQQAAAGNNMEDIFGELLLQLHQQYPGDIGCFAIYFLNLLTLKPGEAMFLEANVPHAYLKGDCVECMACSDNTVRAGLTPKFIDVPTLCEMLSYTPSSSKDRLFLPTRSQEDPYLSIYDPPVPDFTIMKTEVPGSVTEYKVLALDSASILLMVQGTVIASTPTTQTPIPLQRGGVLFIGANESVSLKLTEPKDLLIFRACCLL
TLR4 MyD88 comp: inhibitors of human TLR4-MyD88 binding; O00206+Q99836; HeLa CL3-4 TLR4/MyD88 BLA complementation, FRET ratio; inhibition, % at 8.4 µM; 200,000 tested, 0.18% active; AID 861; in the data active means inhibition above about 25%;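 further: 0% = vehicle and 100% = reference inhibitor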
PMI act satM6P: activators of human phosphomannose isomerase at near-saturating mannose 6-phosphate | coupled PMI enzyme assay, resazurin fluorescence, 20 min; active compounds read high; 1 = untreated enzyme, 0 = substrate-free blank | activation factor at 20 µM | 190,000 tested, 0.34% active | AID 1216;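 active means activation factor of 2 or more at 20 µM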
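Test system: human phosphomannose isomerase with PGI, G6PDH, diaphorase coupling enzymes / Doses: 20 µM compound, 1% DMSO / Times: enzyme reaction with compound 20 min at room temperature / Measured by: Diaphorase-driven resazurin-to-resorufin fluorescence, excitation 544, emission 590 nm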
Diaph act CS: diaphorase activation or chemical reduction counter-screen; activation factor at 20 µM; AID 1229; 190,000 tested, 0.005% active; Diaphorase/resazurin coupled assay, resorufin fluorescence, 16 min; active compounds read high; 1 = vehicle wells, 0 = NADH-free wells;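 active means diaphorase activity raised at least twofold by the compound at 20 µM; inactive means activation factor below 2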
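test system = bacterial diaphorase enzyme (C. kluyveri) | quantity = enzyme 0.07 U/mL final | reagent = NADH substrate 0.114 mM plus resazurin dye 0.1 mM, final | incubation = 16 min enzyme reaction, ambient temperature | buffer or medium = HEPES pH 7.4 buffer with MgCl2 and Tween 20 | signal = fluorescence of resorufin, 544 nm excitation, 590 nm emission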
Lmaj promast: reduces viability of Leishmania major promastigotes; resazurin fluorescence viability; inhibition, % at 10 µM; 200,000 tested, 9% active;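 further: promastigotes grown with compound for 44 hours at 28 °C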
RAM inhibit: yeast RAM network inhibition; inhibition, % at 50 µM; 190,000 tested, 1.8% active; S. cerevisiae dse1pr::URA3 reporter, 5-FOA growth OD615, 2 d; analog-sensitive cbk1-as2 kinase mutant strain; AID 868;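 active means inhibition above a set limit, 3 SD over mean compound inhibition, cut at about 8.4% in these data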;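 further: 0% = DMSO-only wells with no growth and 100% = 10 µM 1-NA-PP1 full growth; inhibition rescues growth on 5-FOA so higher OD means more RAM inhibition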
Diaph inh CS: counter-screen for diaphorase-based assays: diaphorase inhibitors and chemical oxidizers; diaphorase resazurin-to-resorufin fluorescence, NADH, 16 min; bacterial (C. kluyveri) enzyme, not human; inhibition, % at 20 µM; 190,000 tested, 0.69% active; AID 1217;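 active means primary screen inhibition at 20 µM above a set limit, cut at about 50% in these data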;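 further: plate controls were DMSO with full reaction for no effect and wells lacking NADH for full effect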
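controls = No-NADH positive control and DMSO neutral control | system = Clostridium kluyveri diaphorase enzyme | timing = reaction incubation of 16 min at room temperature | signal = resorufin fluorescence 544/590 nm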
G6PDH counter: inhibits Leuconostoc G6PDH, flagging false hits in G6PDH-based assays | AID 1020 | Purified L. mesenteroides G6PDH, diaphorase/resazurin coupled fluorescence, 45 min | 200,000 tested, 0.12% active | inhibition, % at 5 µM
Numbers without * were called inactive; . = not tested or not shown. Unless noted, no stated cut-off is given here; in the data, active means inhibition above about 50%; inactive means the rest.

The opening 2 compounds, to show the layout:
#	SMILES	S1P3 antag	Redox H2O2 prof	Hsp70 act	PMI act	TLR4 MyD88 comp	PMI act satM6P
1	Cn1nc2c(c1C(=O)O)CCCC2	.	0.2	0.1	1	-2	1.1
2	CC(NC(=O)Cc1cccc(C(F)(F)F)c1)c1ccc(F)cc1 (stereo unspecified)	-28	0.0	0.3	1	-9	1

#	Diaph act CS	Lmaj promast	RAM inhibit	Diaph inh CS	G6PDH counter
1	0.9	-4	1.1	9	-3
2	1	13	-0.2	-5	11

Results, previewed entries included:
#	SMILES	S1P3 antag	Redox H2O2 prof	Hsp70 act	PMI act	TLR4 MyD88 comp	PMI act satM6P
1	Cn1nc2c(c1C(=O)O)CCCC2	.	0.2	0.1	1	-2	1.1
2	CC(NC(=O)Cc1cccc(C(F)(F)F)c1)c1ccc(F)cc1 (stereo unspecified)	-28	0.0	0.3	1	-9	1
3	COCCCNC(=O)c1c(NC(=O)c2cccs2)sc2c1CCCC2	.	1.2	-0.2	0.9	-16	0.9
4	COC(=O)NC1(C(F)(F)F)NC(=O)N(C2CCCCC2)C1=O (stereo unspecified)	-10	0.1	-0.3	1	9	1
5	COc1ccccc1N1CCN(CC(=O)NC(=O)NCc2ccco2)CC1	-4	0.5	0.0	0.8	-19	0.9
6	COC(c1ccccc1)c1nnc(CCC(=O)NCCC(C)C)o1 (stereo unspecified)	5	0.4	-0.1	1	4	1
7	Oc1c(C(c2ccccc2)N2CCc3ccccc3C2)sc2ncnn12 (stereo unspecified)	-22	-0.4	-0.3	1.2	0	1.6
8	Nc1n[nH]c(=S)n1/N=C1/C(=O)Nc2ccccc21	-7	-0.3	-0.2	0.1	-12	0.2
9	Cn1c(=O)c(/C=C/c2ccccc2)nc2ccccc21	-21	0.0	0.1	1	2	1
10	Cc1ccc(S(=O)(=O)N2CCCOC2)cc1	.	0.0	-0.3	1	1	1

#	Diaph act CS	Lmaj promast	RAM inhibit	Diaph inh CS	G6PDH counter
1	0.9	-4	1.1	9	-3
2	1	13	-0.2	-5	11
3	0.9	-3	2.4	8	6
4	1	-3	0.0	0	4
5	0.9	-7	2.3	13	12
6	0.8	-6	0.8	16	3
7	1	-6	0.7	0	9
8	0.2	-6	4.7	79*	-3
9	0.8	-4	6.6	16	-30
10	1	-1	2.8	1	2

Continuation.
#	SMILES	S1P3 antag	Redox H2O2 prof	Hsp70 act	PMI act	TLR4 MyD88 comp	PMI act satM6P
11	Cc1ccc2c(c1)N(CC(=O)NC1CCCCC1C)C(=O)CO2 (stereo unspecified)	7	-0.4	-0.4	1	6	1
12	c1cc2[nH]snc2c2nc(C3CC3)nc12	-28	5.6	-0.2	0.8	-5	0.5
13	COc1ccc(OC)c(S(=O)(=O)NCCc2cn3ccsc3n2)c1	6	-1.6	-0.3	1.1	-2	1.1
14	COc1ccccc1N1CCN(c2ccc([N+](=O)[O-])nc2)CC1	-1	0.3	-0.4	1	5	0.9
15	CC(C)Cn1c(N)c(C(=O)COC(=O)c2c(F)cccc2F)c(=O)n(C)c1=O	1	0.1	-0.1	0.9	-2	0.9
16	O=C(COC(=O)C1=COCCO1)Nc1ncc(C(F)(F)F)cc1Cl	13	2.1	-0.3	1.1	-11	1
17	C/C(=N\NC(=O)c1nn(C)c(C)c1Br)c1cccc(NC(=O)c2ccc(F)cc2)c1	-30	-0.5	0.1	0.5	-6	0.9
18	CC/C(CC(=O)C(F)(F)F)=N\NC(=O)/C(C#N)=C/N(C)C	14	-1.1	-0.2	1	-15	1
19	CCC(CO)NCCNC(CC)CO (stereo unspecified)	0	2.0	-0.4	1.1	5	1
20	CCCOC(=O)Nc1cc(OC)c(Cl)cc1OC	9	0.1	-0.3	1	1	1

#	Diaph act CS	Lmaj promast	RAM inhibit	Diaph inh CS	G6PDH counter
11	0.9	-1	-0.1	12	11
12	0.6	3	2.5	36	14
13	1	-4	-1.2	3	4
14	0.9	-11	1.0	13	5
15	0.9	-1	0.6	14	3
16	0.9	-10	-0.5	8	5
17	0.8	0	1.4	17	3
18	0.9	-1	1.5	8	12
19	1	-6	2.1	-3	6
20	0.9	-1	-1.1	8	7

Brought forward from above: two entries, followed by the next part.
#	SMILES	S1P3 antag	Redox H2O2 prof	Hsp70 act	PMI act	TLR4 MyD88 comp	PMI act satM6P
19	CCC(CO)NCCNC(CC)CO (stereo unspecified)	0	2.0	-0.4	1.1	5	1
20	CCCOC(=O)Nc1cc(OC)c(Cl)cc1OC	9	0.1	-0.3	1	1	1
21	NC(=O)CSc1nnc(-c2cccc(S(=O)(=O)N3CCOCC3)c2)n1C1CCCCCC1	.	0.3	-0.2	1.1	-8	1
22	Cc1nnc(NC(=O)C2(c3ccccc3)CCOCC2)s1	16	1.1	0.1	1	4	1
23	CC(=O)c1ccc(-c2nnc(CCC(=O)N(C)Cc3cccc4cnccc34)o2)s1	7	1.3	-0.3	1	6	1
24	O=C(CSc1ccccc1)Nc1cccc(S(=O)(=O)N2CCCC2)c1	-3	0.4	-0.4	0.8	5	0.9
25	COc1ccc(Cn2c(=O)sc3ccccc3c2=O)cc1	4	-0.7	-0.4	0.9	-4	0.9
26	O=c1[nH]cnc2ccsc12	-10	-0.7	0.1	1	3	1.1
27	O=c1oc(/C=C/c2ccccc2)nc2ccccc12	-15	-0.4	-0.3	1	-3	0.9
28	COc1cc(C(=O)Nc2ccc(NC(=O)C(C)C)nc2)cc(OC)c1OC	10	.	.	1	.	1.1
29	CC(C)(C)NCCCCOc1ccccc1F	-36	-0.1	-0.3	1	-10	0.9
30	O=C(Nc1ccc(N2CCOCC2)c(Cl)c1)c1ccccc1Cl	10	-0.6	0.6	1	-5	1

#	Diaph act CS	Lmaj promast	RAM inhibit	Diaph inh CS	G6PDH counter
19	1	-6	2.1	-3	6
20	0.9	-1	-1.1	8	7
21	0.9	-8	4.7	5	-2
22	1	1	1.4	3	8
23	0.8	8	-1.1	22	13
24	0.8	0	-0.1	16	-10
25	0.8	18	3.0	15	-2
26	1	-11	0.2	0	5
27	0.9	1	1.4	10	14
28	0.9	.	.	12	10
29	1	100*	0.8	4	10
30	1	-1	1.6	-2	8

(cont.)
#	SMILES	S1P3 antag	Redox H2O2 prof	Hsp70 act	PMI act	TLR4 MyD88 comp	PMI act satM6P
31	O=C(CN1CCSCC1)N/N=C/c1ccc(F)cc1F	.	0.0	0.0	0.9	3	1
32	CCOC(=O)c1ccc(N/C=C/C(=O)c2ccccc2)cc1	3	-0.3	0.0	1	-6	0.9
33	COc1cccc(/C=C/C(=O)c2ccc(C)c([N+](=O)[O-])c2)c1	8	0.1	-0.3	1	6	1
34	COCCNC(=O)C1CC(=O)N(CCc2ccccc2)C1 (stereo unspecified)	-4	-0.1	-0.2	0.9	-7	0.9
35	COc1ccc(/C=C/C(=O)Oc2cccc(/C=N/NC(=O)c3cccc(F)c3)c2)cc1	.	-7.5	0.2	1.1	1	1
36	CCOC(=O)Cn1c(SC)nc2sc3c(c2c1=O)CC(C)(C)OC3	.	0.1	0.1	1	-3	1
37	O=C(CCN1CCc2ccccc2C1)Nc1cccc(F)c1	9	0.9	-0.5	0.9	-7	1
38	C(=N\n1cnnc1)/c1cccc(Oc2ccccc2)c1	.	0.9	-0.1	1	2	1.1
39	FC(F)(F)c1cnc2c(c1)Nc1ccccc1S2	-11	3.4	0.2	1	-2	1
40	CCc1cc2cc(C)cc(C)c2nc1SCC(=O)N1CCN(C(=O)c2ccco2)CC1	-10	2.5	-0.5	1.1	9	1.1

#	Diaph act CS	Lmaj promast	RAM inhibit	Diaph inh CS	G6PDH counter
31	0.9	1	1.8	13	12
32	0.9	0	0.0	12	16
33	0.9	76*	4.7	12	-4
34	0.9	-9	1.6	12	5
35	0.9	3	4.3	9	6
36	0.9	8	3.6	8	2
37	1	10	3.9	-2	-2
38	0.9	20	0.6	8	9
39	0.9	-4	2.4	11	-2
40	0.8	-1	-0.7	21	0

Further results follow.
#	SMILES	S1P3 antag	Redox H2O2 prof	Hsp70 act	PMI act	TLR4 MyD88 comp	PMI act satM6P
41	CC(C)(C)NC(=O)NC(=O)COC(=O)CNC(=O)c1cc(Cl)cc([N+](=O)[O-])c1	-15	-0.3	-0.2	1	-21	1
42	O=C(Cc1ccc(-c2ccccc2)cc1)NNC(=S)NCc1ccco1	15	-0.1	-0.1	1	-6	1
43	c1ccc(CC2CCN(C3=Nc4cccc5cccc3c45)CC2)cc1	.	0.3	-0.3	0.8	7	0.9
44	Cc1ccc(CNS(=O)(=O)NCc2cccs2)cc1	-5	-0.6	-0.5	1.1	6	1
45	Cc1ccc(C)n1-c1ccc(C(=O)N2CCOCC2)cc1	10	0.1	-0.2	0.8	-10	0.9
46	CN(C)c1ccc(CNn2cnnc2SCc2ccccc2F)cc1	1	-0.5	-0.2	0.9	7	1
47	Cc1ccc(NC(=O)COc2ccc(CCO)cc2-n2nc3ccccc3n2)cc1C	0	2.9	-0.4	0.7	-24	0.9
48	CCOC(=O)c1ccc(Nc2ncnc3nc[nH]c23)cc1	.	-1.8	-0.3	1.1	2	1
49	Cc1ccn2c(C(=O)NN=C3CCN(C)CC3)c(C)nc2c1	-9	-0.4	-0.2	1	3	1

#	Diaph act CS	Lmaj promast	RAM inhibit	Diaph inh CS	G6PDH counter
41	1	8	0.1	5	1
42	1	-2	3.9	-1	15
43	0.7	100*	0.8	26	-35
44	1	-5	-0.1	-1	-5
45	0.9	9	1.6	13	17
46	0.8	1	0.0	16	-10
47	0.7	7	12*	27	-24
48	0.9	1	5.8	8	0
49	1	-12	0.1	-2	-5

Single entries from the results shown:
Result of CN(C)c1ccc(CNn2cnnc2SCc2ccccc2F)cc1 under Diaph inh CS: 16
Result of c1ccc(CC2CCN(C3=Nc4cccc5cccc3c45)CC2)cc1 under PMI act: 0.8
Result of Cc1ccc2c(c1)N(CC(=O)NC1CCCCC1C)C(=O)CO2 (stereo unspecified) under Redox H2O2 prof: -0.4
Result of COc1ccc(OC)c(S(=O)(=O)NCCc2cn3ccsc3n2)c1 under PMI act satM6P: 1.1
Result of CCOC(=O)c1ccc(N/C=C/C(=O)c2ccccc2)cc1 under TLR4 MyD88 comp: -6
